CHT block: inhibitors of human choline transporter CHT; High affinity choline transporter 1 (Homo sapiens), Q9GZV3; CHT-expressing cells, membrane potential dye, choline response; active compounds read low; B-score at 10 µM; 310,000 compounds, 0.86% hits;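 active means B-score over 3 SD under the library average, and starting fluorescence ratio not unusually high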;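 further: choline stimulus applied at its EC90 after an EC20 pre-addition; B-score computed on integrated fluorescence ratio after choline addition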
Target sequence (Q9GZV3 whole entry, looked up): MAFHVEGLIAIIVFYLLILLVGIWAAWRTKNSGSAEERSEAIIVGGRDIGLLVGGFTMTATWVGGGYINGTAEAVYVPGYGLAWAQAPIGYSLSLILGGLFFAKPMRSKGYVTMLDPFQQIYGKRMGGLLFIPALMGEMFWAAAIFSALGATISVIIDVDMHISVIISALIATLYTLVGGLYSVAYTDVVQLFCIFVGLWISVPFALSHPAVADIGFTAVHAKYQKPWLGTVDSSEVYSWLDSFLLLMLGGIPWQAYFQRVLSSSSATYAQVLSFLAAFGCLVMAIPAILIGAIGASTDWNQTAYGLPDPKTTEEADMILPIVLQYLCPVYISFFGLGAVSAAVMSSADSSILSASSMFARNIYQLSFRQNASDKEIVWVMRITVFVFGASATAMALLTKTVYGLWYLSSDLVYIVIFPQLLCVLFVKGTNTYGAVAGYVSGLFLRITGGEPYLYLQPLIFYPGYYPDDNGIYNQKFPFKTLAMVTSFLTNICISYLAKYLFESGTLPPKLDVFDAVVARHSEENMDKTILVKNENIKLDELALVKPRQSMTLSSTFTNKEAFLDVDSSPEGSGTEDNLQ
KCNQ2 block: KCNQ2 potassium channel inhibitors, primary screen, cell-based, CHO-K1, FluxOR thallium flux, B-score (AID 2156). Potassium voltage-gated channel subfamily KQT member 2 (Rattus norvegicus), O88943. 20 min; active compounds read low. B-score at 10 µM. 310,000 compounds, 1.1% hits;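 active means fluorescence ratio B-score at most minus 3 library SDs, with starting brightness B-score within 2 library SDs, cut at about -5.5 in these data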
Kir21 inh: inhibitors of mouse Kir2.1 inward-rectifier potassium channel | AID 1672, 2009 | B-score at 10 µM | HEK293-Kir2.1, FluxOR thallium flux fluorescence; active compounds read low | 310,000 compounds, 0.85% hits | Inward rectifier potassium channel 2 (Mus musculus), P35561;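 active means fluorescence ratio B-score at or below minus 3 SD of library scores, with starting-brightness B-score within 2 SD, cut at about -4.2 in these data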;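 further: channel flux triggered by added potassium and thallium sulfate stimulus; B-score of peak minus minimum fluorescence over baseline after thallium stimulus; more negative B-score means stronger Kir2.1 block with less thallium influx; some compounds called inactive have numbers as strong as hits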
Target sequence (P35561 whole entry, looked up): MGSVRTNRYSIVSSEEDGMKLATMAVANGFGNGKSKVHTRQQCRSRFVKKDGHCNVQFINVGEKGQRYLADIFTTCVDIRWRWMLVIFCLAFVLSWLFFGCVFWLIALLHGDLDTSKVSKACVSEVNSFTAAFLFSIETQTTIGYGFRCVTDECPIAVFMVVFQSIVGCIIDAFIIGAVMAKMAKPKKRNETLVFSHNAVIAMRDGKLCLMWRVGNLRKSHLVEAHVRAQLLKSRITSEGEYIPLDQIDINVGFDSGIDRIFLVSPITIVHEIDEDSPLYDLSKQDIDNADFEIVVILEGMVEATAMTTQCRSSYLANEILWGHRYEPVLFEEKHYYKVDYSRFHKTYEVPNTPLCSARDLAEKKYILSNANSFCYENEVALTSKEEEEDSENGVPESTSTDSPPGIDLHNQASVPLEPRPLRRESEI
* = called active by the depositor; i = inactive; x = not tested or not shown.

Each structure is followed by: CHT block, KCNQ2 block, Kir21 inh
O=C(N/C(=C\c1ccc2c(c1)OCO2)C(=O)N1CCOCC1)c1cccs1
    i, i, -3
CCCn1cc(S(=O)(=O)c2ccccc2)c(=O)c2cc(F)c(N3CCN(C)CC3)cc21
    i, i, -0.33
Cc1ccc(OCCn2cc(/C=C(\C#N)C(=O)NCC3CCCO3)c3ccccc32)cc1C (stereo not given)
    i, i, 2.6
COc1ccc(N(C(=O)c2cccnc2)S(=O)(=O)c2ccc(OC)c(OC)c2)cc1
    i, i, -0.05
Cc1c(NC(=S)NC(=O)c2cccc([N+](=O)[O-])c2)c(=O)n(-c2ccccc2)n1C
    i, i, 0.01
CC(C)[C@H](NC(=O)NC1CCN(Cc2ccccc2)CC1)C(=O)O
    i, i, -0.61
O=C(O)CCC(=O)Nc1ccccc1Oc1ccccc1
    i, i, 0.06
CC(=O)c1c(C(C)=O)c(C)n(-c2cccc([N+](=O)[O-])c2)c1C
    i, i, -1.1
Cc1ccccc1CCN(C(=O)c1csnn1)C(C(=O)NC1CCCC1)c1ccncc1 (stereo not given)
    i, i, -0.06
Cc1n[nH]c(=S)n1/N=C/c1ccc(Br)o1
    i, i, -0.23
O=C(CSc1nnc(-c2ccc(F)cc2)o1)Nc1ccccc1N1CCOCC1
    i, i, -1.2
CC(C)c1ccc(OCC(=O)Nc2cccc3c2CCCC3)cc1
    i, i, 2.2
CC1CCc2c(sc(NC(=O)Cn3nc(C(F)(F)F)c4c3CCCCC4)c2C#N)C1 (stereo not given)
    i, i, 0.04
Cc1ccc2c(c1)c1c(n2CC(O)Cn2ccnc2C)C(=O)CCC1 (stereo not given)
    i, i, 0.27
COc1cc(NC(=O)COc2cc(O)c3c(c2)OC(C)(C)CC3=O)cc(OC)c1OC
    i, i, 0.02
COc1cc(OC)cc(-c2cc3nc(C)cc(N4CCN(C(=O)c5ccco5)CC4)n3n2)c1
    i, i, -0.76
c1cncc(Nc2nc(-c3cccnc3)cs2)c1
    i, i, 0.23
O=S(=O)(c1ccc(NCC2CCCCC2)nc1)N1CCOCC1
    i, i, 1.4
COC(=O)c1c(CSc2ccc(Cl)cc2)noc1C(=O)NCc1ccco1
    i, i, -1.1
S=C(Nc1ccccc1Cl)NC1CCCCCC1
    i, i, 0.29
O=C(CSc1ncnc2c1oc1ccccc12)Nc1ccccc1C(F)(F)F
    i, i, 1.3
CCN(CC)CCNC(=O)C(=O)NCC1OCCN1S(=O)(=O)c1ccc([N+](=O)[O-])cc1 (stereo not given)
    i, i, 1.5
COc1cccc(CNC(=O)Cn2ccc3cc(S(=O)(=O)N4CCCCCC4)ccc32)c1
    i, i, -0.7
COc1ccc(S(=O)(=O)NC(C)C(=O)N2CCCC2)cc1C (stereo not given)
    i, i, -0.33
COc1ccc(CNC(=O)C2CCC(CNc3c(N4CCOCC4)c(=O)c3=O)CC2)cc1 (stereo not given)
    i, i, 2.3
O=C(CSc1n[nH]c(-c2ccccc2)n1)Nc1ccc(F)cc1F
    i, i, -0.45
Cn1cc(CN2CC3C[C@@H]4CC2C[C@H](C3)C4)c(-c2ccc3c(c2)OCCO3)n1
    i, i, -0.24
CCOC(=O)CN(C(=O)CSc1nnc(CNc2ccc(F)cc2)n1CC)c1ccc(F)cc1
    i, i, -0.15
Cc1ccc(-n2nc(C)c(NC(=O)COC(=O)c3ccccc3NCCO)c2C)cc1
    i, i, -0.66
CCCN(CCC)C(=O)Cn1c(=O)n(CCC(=O)NCCc2ccccc2)c(=O)c2ccccc21
    i, i, 1
Cc1ccc(CNC(=O)CSc2nc3c(sc4ccccc43)c(=O)n2CCCN2CCCC2)cc1
    i, i, -3.3
CC(C)(C)[C@H]1C=C(C(=O)N2CCOCC2)O[C@@H](OCc2ccc(CO)cc2)C1
    i, i, 0.76
CCOC(=O)N1CCN(C(=O)COC(=O)c2ccccc2NCCO)CC1
    i, i, 0.79
CCO[C@@H]1OC(C(=O)N2CCOCC2)=C[C@H](c2cn(C(C)=O)c3ccccc23)[C@H]1CCCO
    i, i, 0.58
COc1ccc(NC(=O)n2ncc3c(C)cccc32)cc1
    i, i, -0.21
Cc1ccc(NC(=O)N2CCN(c3ncccc3C(F)(F)F)CC2)cc1
    i, i, -0.1
CN(C)c1nc(NS(=O)(=O)c2ccc(Cl)cc2)nc(N(C)C)n1
    i, i, -0.12
CCOC(=O)c1ccc(NC(=O)c2sc3nc(N4CCOCC4)c4c(c3c2N)CCCC4)cc1
    i, i, -1.1
O=C(/C(=C/O)N=Nc1ccccc1)c1ccc(Cl)cc1
    i, i, 0.66
CC(=O)N(Cc1cccnc1)Cc1cc2ccc(C)cc2[nH]c1=O
    i, i, -0.02
Cc1cc(Br)ccc1NC(=O)CN(C)C(=O)CSCc1ccccc1
    i, i, -0.24
CCN(CC)S(=O)(=O)c1cccc(C(=O)Oc2cccc(NC(=O)c3cccs3)c2)c1
    i, i, 0.23
CCCC1(c2ccccc2)NC(=O)N(CC(=O)Nc2sc(-c3ccccc3)cc2C(=O)OCC)C1=O (stereo not given)
    i, i, 0.7
Cc1ccc2nc3c(c(Nc4ccc(O)cc4)c2c1)CCC3
    i, i, 0.46
Cc1ccc(C(C(=O)NC2CCCCC2)N(C(=O)Cc2c[nH]c3ccccc23)c2ccccc2)o1 (stereo not given)
    i, i, -0.82
O=[n+]1cc(-c2ccc(Cl)cc2)n([O-])c2c1CCC2
    i, i, 1.5
CCC(NC(=S)NC1CCCCC1)c1ccc(C(C)C)cc1 (stereo not given)
    i, i, 0.88
CN(Cc1cccc2cnccc12)C(=O)c1cc(COc2ccc(F)cc2F)on1
    x, i, -0.94
COc1ccc(C2CC(C(F)(F)F)n3ncc(C(=O)Nc4cccc(O)c4)c3N2)cc1OC (stereo not given)
    i, i, 0.2
COc1cccc(NC(=S)NC2CC3CCCC(C2)N3CC(C)C)c1 (stereo not given)
    i, i, -2.1
Cn1cc(CCCC(=O)NCc2ccc(F)cc2)c2ccccc21
    i, i, -2.6
COc1cccc(/C=N/n2c(-c3ccco3)nc3ccccc3c2=O)c1
    i, i, 1.6
N=C1/C(=C\c2ccc(OC(=O)c3ccccc3Cl)cc2)C(=O)N=C2SC(N3CCOCC3)=NN12
    i, i, 1.9
Cc1no[n+]([O-])c1COc1ccc(/C=C(\C#N)C(N)=O)cc1
    i, i, -0.64
COc1ccc(C(C(=O)NC2CCCC2)N(Cc2cccnc2)C(=O)Cc2cccs2)c(OC)c1 (stereo not given)
    i, i, 1.4
NC(=O)NC(CC(=O)NCCc1ccccn1)c1ccccc1Cl (stereo not given)
    i, i, 0.05
O=C(COC(=O)c1nc(Cl)ccc1Cl)c1ccc(Cl)s1
    i, i, 0.16
O=S(=O)(NN1CCOCC1)c1ccc(Br)s1
    i, i, 0.42
Cc1cccc(-n2nnnc2SCC(=O)N(CC(C)C)c2c(N)n(CC(C)C)c(=O)[nH]c2=O)c1
    i, i, -1.4
Cc1ccc(CSc2nn3c(=O)c(C)nnc3s2)cc1
    i, i, 0.03

(cont.)
Each structure is followed by: CHT block, KCNQ2 block, Kir21 inh
COc1ccc(-n2c(SCC(=O)Nc3cc(C)on3)nc3ccccc3c2=O)cc1Cl
    i, i, 1.1
Cc1[nH]c2ccccc2c1C(=O)COC(=O)CCS(=O)(=O)c1ccccc1Cl
    i, i, 0.12
Fc1ccccc1NC(=S)NNc1ncc(C(F)(F)F)cc1Cl
    -8.1*, i, 0.39
Cc1ccc(CNC(=O)c2ccc[nH]2)cc1
    i, i, 0.01
COc1ccc(Cc2nc(-c3cccc(C)c3)no2)cc1
    i, i, 0.11
COc1ccc(C2C(C(C)=O)=C(O)C(=O)N2c2ccc(O)cc2)cc1 (stereo not given)
    i, i, 1.1
COc1ccc(/C=C/C(=O)NC(=S)Nc2ccc(S(N)(=O)=O)cc2)cc1
    i, i, 2.8
O=C(N/N=C(\CC(=O)c1cccs1)C(F)(F)F)c1ccncc1
    i, i, 0.43
O=C(NN=C1CCCC1)c1ccc(O)cc1O
    i, i, 0.32
CNC(=O)c1cc2c(cn1)[nH]c1ccccc12
    i, i, 0.08
COc1ccc(C(=O)CN2C(=O)C(C)(C)Oc3ccc(C(=O)N4CCCCCC4)cc32)cc1
    i, i, 0.24
Cc1ccc(NC2OC(C(O)CO)C(O)C2O)cc1[N+](=O)[O-] (stereo not given)
    i, i, 0.72
COc1ccccc1-c1nnc(SCC(=O)N2CC(C)CC(C)C2)o1 (stereo not given)
    i, i, -1.8
COc1ccc(C(=O)NC(CO)c2nnc(SCc3ccc(Cl)c(Cl)c3)n2C)cc1 (stereo not given)
    i, i, 0.06
OCCNCc1cc(Br)ccc1OCc1ccccc1Cl
    i, i, -5.2
O=C(COC(=O)c1cc(Cl)ccc1O)NCC1CCCO1 (stereo not given)
    i, i, -0.97
O=C(Nc1ccnn1C1CCN(Cc2cccc(F)c2F)CC1)C1CCCC1
    i, i, -0.85
O=C(c1ccccc1Oc1ccccc1)N1CCN(c2ccccc2)CC1
    i, i, -1.2
O=C(Cc1ccc(S(=O)(=O)N2CCOCC2)s1)NCCOc1ccccc1F
    i, i, -0.88
Oc1oc(-c2ccccc2Br)nc1C=Nc1ccc(Br)cn1
    i, i, -0.63

Arranged by number of heavy atoms (low to high): some entries from above
Each structure is followed by: CHT block, KCNQ2 block, Kir21 inh
OCCNCc1cc(Br)ccc1OCc1ccccc1Cl
    i, i, -5.2
O=C(Cc1ccc(S(=O)(=O)N2CCOCC2)s1)NCCOc1ccccc1F
    i, i, -0.88
COc1ccc(-n2c(SCC(=O)Nc3cc(C)on3)nc3ccccc3c2=O)cc1Cl
    i, i, 1.1
COc1ccc(C(=O)CN2C(=O)C(C)(C)Oc3ccc(C(=O)N4CCCCCC4)cc32)cc1
    i, i, 0.24

Later entries:
Each structure is followed by: CHT block, KCNQ2 block, Kir21 inh
CCOC(=O)c1cc(NC(=O)c2cnccn2)cc(C(=O)OCC)c1
    i, i, 0.06
N/C(=N\OC(=O)CCC1CCCC1)c1ccc(Br)cc1
    i, i, 0.51
CSc1cccc(NC(=O)c2cc(S(=O)(=O)N3CCCC3)cn2C)c1
    i, i, -0.11
COc1cccc(NC(=O)COC(=O)COc2ccccc2[N+](=O)[O-])c1
    i, i, -0.02
COc1ccc(NC(=O)CCS(=O)(=O)c2cc3c(cc2C)NC(=O)CO3)cc1
    i, i, 1.2
COC(=O)COc1ccc(-c2nccc(-c3ccc(Br)cc3)n2)cc1
    i, i, -0.69
Cc1ccccc1NC(=O)N1CCN(S(=O)(=O)c2ccccc2)CC1
    i, i, -0.08
COC(=O)c1ccc(COc2ccc(-c3nnn(CC(=O)NC(C)(C)C)n3)cc2)cc1
    i, i, -0.6
COc1ccc(-n2nc(C)c3onc(C)c3c2=O)cc1
    i, i, 0.21
O=S(=O)(c1cccc(F)c1)N1CCN(c2ncnc3scc(-c4ccc(F)cc4)c23)CC1
    i, i, 1.6
CCOc1ccc(N(CC(=O)Nc2cccc(OC)c2)S(=O)(=O)c2c(C)noc2C)cc1
    i, i, 0.33
COC(=O)c1ccc(OCc2cc(=O)n3ccsc3n2)cc1
    i, i, -0.92
O=C(c1ccco1)N1CCN(c2nc(-c3ccc(F)cc3)cs2)CC1
    i, i, 0.05
COc1ccc(N(C(=O)CNC(=O)c2ccco2)C(C(=O)NCC2CCCO2)c2ccccc2)cc1OC (stereo not given)
    i, i, 1.1
O=C1CC(N2CCN(C/C=C/c3ccccc3)CC2)C(=O)N1Cc1cccs1 (stereo not given)
    i, i, -0.53
Cc1ccc2nc3c(nc2c1C)CCCC3
    i, i, -6.6
CCN(C(=O)c1cc(Cl)ccc1OC)c1ccccc1
    i, i, -1
COC(=O)[C@H](CCSC)NC(=O)c1cc2c(cn1)[nH]c1ccccc12
    i, i, -0.01
COc1ccc(Oc2nnc(-c3ccccc3)cc2C#N)cc1
    i, i, -0.38
CC(=O)Nc1cccc(OCC(=O)NC(C)c2ccc3ccccc3c2)c1 (stereo not given)
    i, i, -6.2*
[O-]/C(=C(\C(=S)Nc1ccc(SC(F)F)cc1)[n+]1ccccc1)c1ccc(Cl)cc1Cl
    i, i, -0.13
COc1ccc(N2CCN(CCCNC(=O)CN3CCN(Cc4ccccc4C)C3=O)CC2)cc1
    i, i, -0.42
CC1CCCCC1NC(=O)CSc1nnc(COc2ccccc2Cl)o1 (stereo not given)
    i, i, 2.3
Cc1oc(-c2ccccc2)nc1CS(=O)CC(=O)NC1CCCC1 (stereo not given)
    i, i, -1.1
COc1ccc(C(=O)NC2CCSc3ccccc32)cc1 (stereo not given)
    i, i, 0.64
CCOC(=O)C1CCCN(CCC(=O)Nc2cc(C)cc(C)c2)C1 (stereo not given)
    i, i, -0.84
COc1ccccc1C(OC(=O)c1ccco1)C(=O)NC(C)(C)C (stereo not given)
    i, i, 0.2
CCC(=O)N(Cc1ccco1)Cc1cc2cccc(C)c2n2nnnc12
    i, i, 0.95
O=[N+]([O-])C(=c1ccc2c(c1)N1C3=C(CCCC3)CC3CCCCC31N=2)[N+](=O)[O-] (stereo not given)
    i, i, 0.3
CN(C)c1ccc(CNC(=O)CCS(=O)(=O)c2ccc3c(c2)oc(=O)n3C)cc1
    i, i, 0.27

From PubChem
